Screening results from PubChem.
NF-kB neuron act: compounds increasing NF-kB expression in human neuronal cells; NF-kB reporter expression; hits give high values; fold change at 12.5 µM; 1.6% of 190,000 active; AID 1239; in the data active means fold change above about 3.3
FLuc inh counter: counter-screen for luciferase assay inhibitors: firefly luciferase inhibition; P08659; ATPLite firefly luciferase biochemical luminescence, 10 min; inhibition, % at 10 µM; 1.5% of 200,000 active;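 active means inhibition above about 50% when tested at 10 µM, limit read from the data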
Target sequence (P08659 whole entry, looked up): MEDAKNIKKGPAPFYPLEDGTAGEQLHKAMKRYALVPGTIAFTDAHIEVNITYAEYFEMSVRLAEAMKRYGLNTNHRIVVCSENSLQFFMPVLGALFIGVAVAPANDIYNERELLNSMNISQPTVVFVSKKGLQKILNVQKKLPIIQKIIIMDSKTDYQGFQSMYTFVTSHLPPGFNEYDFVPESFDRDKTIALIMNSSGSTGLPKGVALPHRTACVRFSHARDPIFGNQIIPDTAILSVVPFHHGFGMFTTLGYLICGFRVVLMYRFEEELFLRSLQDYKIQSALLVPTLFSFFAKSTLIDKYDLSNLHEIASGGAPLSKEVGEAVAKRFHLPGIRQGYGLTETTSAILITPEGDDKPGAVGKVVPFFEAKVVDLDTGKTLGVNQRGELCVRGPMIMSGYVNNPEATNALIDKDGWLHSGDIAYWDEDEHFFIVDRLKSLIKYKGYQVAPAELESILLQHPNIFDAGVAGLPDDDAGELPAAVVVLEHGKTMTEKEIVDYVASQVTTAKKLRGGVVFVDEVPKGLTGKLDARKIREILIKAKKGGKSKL
APP 5'UTR act: APP 5'UTR luciferase reporter activation | 1% of 190,000 active | SH-SY5Y APP 5'UTR luciferase reporter, luminescence; zero percent = DMSO vehicle wells | activation, % at 2 µM;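 active means activation above a set limit, based on mean plus 3 SD of controls, cut at about 140% in these data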; further: values of inactives mirror those of a sister screen read the other way
FLuc act counter: firefly luciferase counter-screen for stimulation assays | P08659 | ATPlite luciferase biochemical, luminescence, 10 min; 0 = ATP-free wells, 1 = DMSO control | activation factor at 10 µM | 200,000 tested, under 10 active | AID 1027;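 active means luciferase activation factor, scaled between plate controls, of at least 2 with compound at 10 µM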
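System: luciferase plus luciferin reagent, cell-free; medium: PBS as buffer for the ATP substrate; dosing: test compounds dosed from 2 mM stocks in 100% DMSO; timing: 10 min post-reagent at room temperature; measured by: luminescence measurement of luciferase light output; evaluation: luciferase activation, seen as luminescence increase over controls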
ROMK primary: modulates human ROMK potassium channel activity | Tet-inducible ROMK, thallium flux fluorescence; actives lie on both sides | B-score at 10 µM | 2% of 130,000 active | AID 1918;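 active means signal ratio slope over the read window, or its plate-corrected B-score, at least 3 SD from the plate mean, either direction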;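 further: B-score of the F/F0 ratio slope over 7 to 12 s after thallium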
Target sequence (P48048 whole entry, looked up): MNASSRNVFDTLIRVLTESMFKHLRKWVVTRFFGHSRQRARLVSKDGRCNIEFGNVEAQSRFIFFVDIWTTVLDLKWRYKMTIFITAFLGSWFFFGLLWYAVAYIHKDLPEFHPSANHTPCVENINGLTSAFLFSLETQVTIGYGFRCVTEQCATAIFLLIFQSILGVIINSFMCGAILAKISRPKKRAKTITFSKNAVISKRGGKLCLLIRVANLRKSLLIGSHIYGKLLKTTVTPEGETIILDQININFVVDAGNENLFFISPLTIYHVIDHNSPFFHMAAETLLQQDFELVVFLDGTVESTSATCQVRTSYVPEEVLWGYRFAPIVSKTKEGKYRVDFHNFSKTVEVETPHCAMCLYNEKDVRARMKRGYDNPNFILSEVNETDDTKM
STAT3 blocker: STAT3 signaling inhibition; U3A cells, IL-6 STAT3-luciferase reporter, luminescence; host cell line lacks STAT1; inhibition, % at 5.5 µM; 0.89% of 190,000 active; AID 862;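 active means inhibition above the mean inhibition across all screened compounds plus 3 SD, cut at about 44% in these data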;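 further: 0% = DMSO only wells and 100% = 100 µM nifuroxazide control wells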
STAT1 inh: inhibitors of IFN-gamma induced STAT1 signaling | NIH 3T3 STAT1-luciferase reporter, luminescence | inhibition, % at 5.5 µM | AID 920 | 0.35% of 200,000 active;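 active means inhibition above a set limit, the mean inhibition across all tested compounds plus 3 SD, cut at about 34% in these data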;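 further: 0% = IFN-gamma with DMSO and 100% = IFN-gamma with 300 µM nifuroxazide; values of inactives mirror those of a sister screen read the other way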
STAT3 act: increases IL-6 driven STAT3 reporter signal; 0.91% of 190,000 active; U3A cells, IL-6 STAT3-luciferase reporter, luminescence; 100% = signal with IL-6 EC80 alone; activation (% of control), % at 5.6 µM; AID 871;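 active means activation above the screen-wide mean of compound activation plus 3 SD, cut at about 130% in these data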;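 further: 0% = background luminescence of wells with medium and substrate only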
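Test system: STAT3-luciferase reporter U3A cells; Detection: reporter luminescence signal; Times: 1 h compound pre-exposure, 6 h IL-6 stimulation, 37 °C; Benchmarks: IL-6-only high control; Also added: IL-6 stimulus at 33 ng/mL final.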
STAT1 activator: STAT1 signaling activation | NIH 3T3 STAT1-luciferase reporter, IFN-gamma, luminescence; 100% = IFN-gamma alone, no compound | 2.6% of 200,000 active | activation (% of control), % at 5.5 µM;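 active means activation above the screen-wide mean activation plus 3 SD, cut at about 130% in these data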;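 further: raw ratio to IFN-gamma control signal so 100% means no change and 0% no light; values of inactives mirror those of a sister screen read the other way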
APP 5UTR inh: APP translation inhibition; inhibition, % at 2 µM; SH-SY5Y APP 5'UTR-luciferase reporter, luminescence; 0.82% of 190,000 active; AID 1285;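 active means inhibition above a set limit, derived from the sample mean plus 3 SD, cut at about 45% in these data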; further: values of inactives mirror those of a sister screen read the other way
* marks the source's active call; other numbers are inactive results; nt = no result given; & = joins results of further samples.

Results follow in this order: NF-kB neuron act	FLuc inh counter	APP 5'UTR act	FLuc act counter	ROMK primary	STAT3 blocker	STAT1 inh	STAT3 act	STAT1 activator	APP 5UTR inh
> Cc1ccc(C(=O)N[C@H](C(=O)Nc2cc(Cl)cc(Cl)c2)C(C)C)cc1
 : 1	-2	6	1	nt	11	-1	93	101	-6
> COc1ccc(N(CC(=O)N2CCc3ccccc3C2)S(=O)(=O)c2ccccc2)cc1
 : 1.2	-10	2	1.1	0.023	8	3	96	95	-2
> O=C(Cc1ccccc1)Nc1ccccc1Sc1ccccc1
 : 1.1	-2	5	1	-0.43	-9	-3	106	103	-5
> Cc1ccc(C)c2c1cc(C)c1nnc(SCc3ccccn3)n12
 : 1.1	-6	-1	1.1	nt	10	4	99	98	1
> Cc1noc(C)c1COc1cccc(C(=O)OC(C)C(=O)Nc2ccc3c(c2)OCO3)c1 (configuration not stated)
 : 0.99	-6	-42	1.1	2	4	0	102	100	42
> CC1CCC(Nc2nnnn2-c2ccccc2)CC1 (configuration not stated)
 : 1.4	-4	9	1	0.1	27	7	83	94	-9
> COc1ccc(CNC(=O)COC(=O)C2CC3C=CC2C3)cc1 (configuration not stated)
 : 1	-3	16	1	nt	-4	12	100	89	-16
> O=C(O)CCCC(=O)N1CC(=O)Nc2ccccc21
 : 1.1	-10	-11	1.1	nt	-4	10	108	91	11
> O=C(CCNS(=O)(=O)c1cccc2nonc12)N1CCN(c2cccc(Cl)c2)CC1
 : 0.97	-1	13	1	-0.6	16	-1	92	101	-13
> CC1CCCCC1NC(=O)COC(=O)c1ccc(S(=O)(=O)N2CCOCC2)cc1 (configuration not stated)
 : 1.1	-5	-6	1.1	-0.42	-4	-1	105	101	6
> O=C(N/N=C/c1cccnc1)c1ccc(NC(=O)C(c2ccccc2)c2ccccc2)cc1
 : 1.2	-6	-70	1.1	-0.11	18	-4	87	104	70*
> C=CCn1c(CNC(=O)c2ccccc2C)nnc1SCC(=O)NC1CCCC1
 : 0.9	-4	-3	1	nt	4	-2	98	102	3
> CCC(NC(=O)C1CCC1)c1ccccc1 (configuration not stated)
 : 0.96	-4	-1	1	nt	4	5	101	96	1
> CC(=O)N1CCN(S(=O)(=O)c2cccc(C(=O)Nc3nc4ccccc4[nH]3)c2)CC1
 : 1	-3	-6	1	nt	19	1	93	99	6
> CCOc1ccc(OCCOCCN2CCc3ccccc3C2)cc1
 : 1	-8	4	1.1	nt	-8	6	113	95	-4
> CN(C)/C=N/c1ncc(C(=O)c2ccc(Cl)cc2Cl)s1
 : 1.1	-3	6	1	-0.017	14	12	95	89	-6
> NC(=O)c1cc(N2C(=O)C3CC=CCC3C2=O)ccc1N1CCCCC1 (configuration not stated)
 : 0.9	-2	-5	1	-0.26	5	4	99	97	5
> Cc1ccc(S(=O)(=O)N2CCOCC2)cc1NC(=O)COC(=O)c1cc(=O)[nH]c2ccccc12
 : 1.2	-2	-16	1	-0.3	-14	-10	115	110	16
> CCOc1cc(C(=O)Nc2cc(C)on2)cc(OCC)c1OCC
 : 0.99	-4	10	1	nt	3	5	100	95	-10
> COc1cccc(NC(=O)CCCn2c(=O)[nH]c3ccccc3c2=O)c1
 : 1.1	-8	-2	1.1	1.3	1	5	103	95	2
> CC(O)c1nc2ccccc2n1CCCCOc1ccccc1 (configuration not stated)
 : 0.95	-4	13	1	-1.7	14	-4	90	102	-13
> OC(C#CCN1CCCC1)c1ccccc1 (configuration not stated)
 : 1.1	-3	17	1	0.083	-2	4	105	97	-16
> COC(c1ccccc1)c1nnc(CCC(=O)NCc2ccc3ncccc3c2)o1 (configuration not stated)
 : 1	-5	15	1	0.38	-2	-11	103	108	-15
> CCCCc1ccc(NC(=S)Nc2cccnc2)cc1
 : 1	-2	3	1	nt	-7	-7	105	107	-3
> Cn1cc(/C=N/NC(=O)c2ccc(C#N)cc2F)c2ccccc21
 : 0.93	0	-5	1	0.054	6	-1	99	97	5
> CCCC(=O)Nc1cc2c(cc1C(=O)c1ccccc1)OCCO2
 : 1.1	-5	-5	1.1	0.28	6	6	101	95	5
> Cc1[nH][nH]c(=O)c1C(c1ccc(O)c([N+](=O)[O-])c1)c1c(C)[nH][nH]c1=O
 : 1.2	-1	22	1	nt	-12	-20	113	118	-22
> O=C(COC(=O)c1ccc(N2CCCC2=O)cc1)NCc1ccco1
 : 1.3	-2	16	1	nt	5	0	101	99	-16
> O=C1c2ccccc2S(=O)(=O)c2cc(C(=O)N(c3ccccn3)c3ccccn3)ccc21
 : 0.93	-4	6	1	nt	1	-4	98	103	-6
> COc1ccc(C(=O)NCc2nnc(SCC(=O)Nc3nc4ccc(C)cc4s3)o2)cc1OC
 : 0.8	-3	20	1	0.38	-6	-1	105	101	-20
> O=C(Nc1ccon1)c1csc2ccccc12
 : 1.2	-2	-2	1	nt	9	2	95	98	2
> CSCC[C@H](NC(=O)OC(C)(C)C)C(=O)N1CCC(C(=O)N[C@H](C(=O)O)C(C)C)CC1
 : 1.1	-10	-3	1.1	nt	-4	4	104	96	3
> C[n+]1c2n(c3ccccc31)N=C(c1ccccc1)CS2
 : 0.98&0.97	-1&-8	2&18	1&1.1	0.27	-28&-30	30&28	140*	72&75	-2&-18
> CN1OC(CC(=O)O)N(c2ccc(Cl)cc2)C1=O (configuration not stated)
 : 0.99	-7	-4	1.1	0.092	-2	2	107	98	4
> COC(=O)c1ccc(CSc2nnc(CNC(=O)c3ccc(OC)cc3)o2)o1
 : 0.98	-6	-8	1.1	nt	-6	5	107	96	8
> O=C(/C=C/c1ccccc1)NC1CCS(=O)(=O)C1 (configuration not stated)
 : 1.1	-4	-5	1	-1.3	6	7	97	94	5
> CCCN1CCN(C(=O)Cn2cnc3ccc(S(=O)(=O)N4CCC(C)CC4)cc3c2=O)CC1
 : 1.1	-1	22	1	0.12	8	-6	95	105	-22
> O=C(NC1CCS(=O)(=O)C1)/C(=C/c1ccco1)NC(=O)c1ccccc1 (configuration not stated)
 : 1	1	1	1	-1.6	9	4	94	97	-1
> CCOCCCNC(=O)CN1C(=O)CSc2cc(S(=O)(=O)N3CCCCCC3)ccc21
 : 1.2	-3	-8	1	-0.078	-3	8	107	93	8
> CNC(=S)NNc1ccccc1[N+](=O)[O-]
 : 0.89	0	15	1	1.1	-13	-6	117	103	-15

In the list so far, 2 contain a nitro group on carbon.
Results follow in this order: NF-kB neuron act	FLuc inh counter	APP 5'UTR act	FLuc act counter	ROMK primary	STAT3 blocker	STAT1 inh	STAT3 act	STAT1 activator	APP 5UTR inh
> Cc1[nH][nH]c(=O)c1C(c1ccc(O)c([N+](=O)[O-])c1)c1c(C)[nH][nH]c1=O
 : 1.2	-1	22	1	nt	-12	-20	113	118	-22
> CNC(=S)NNc1ccccc1[N+](=O)[O-]
 : 0.89	0	15	1	1.1	-13	-6	117	103	-15

The listing continues.
Results follow in this order: NF-kB neuron act	FLuc inh counter	APP 5'UTR act	FLuc act counter	ROMK primary	STAT3 blocker	STAT1 inh	STAT3 act	STAT1 activator	APP 5UTR inh
> Cc1cc(OC(=O)N2CCOCC2)cc(C)c1Cl
 : 0.89	-10	-14	1.1	0.019	1	4	99	95	14
> C=CCn1c(C)nc2ccccc2c1=O
 : 0.95	-1	12	1	0.18	6	4	97	94	-12
> Cc1c(NC(=S)NC(=O)C(C)(C)C)cccc1[N+](=O)[O-]
 : 1.5	0	-2	1	nt	-1	-5	97	104	2
> O=C1C2C(c3ccccc3)=NN(c3ccccc3)C2C(=O)N1c1ccccc1 (configuration not stated)
 : 1.1	0	5	1	nt	-1	-1	101	101	-5
> O=C(c1ccc(F)cc1)c1cc2ccccc2o1
 : 3.6*	26	59	0.7	1.8	6	-62	97	157*	-59
> CCCCC(=O)Nc1ccccc1C(C)C
 : 0.88	-6	-8	1.1	nt	-6	-9	108	106	8
> Cc1cc(C)cc(OCC(=O)Nc2ccc(CN3CCCCC3)cc2)c1
 : 1.1	-2	17	1	-0.97	9	-7	102	104	-16
> N#Cc1c(N)nc2c(c1N)CC(CCl)O2 (configuration not stated)
 : 1.1	2	-2	1	1.2	-5	-12	104	110	2
> CCOc1cc(NC(=O)c2cccs2)c(OCC)cc1NC(=O)c1ccccn1
 : 1	-6	3	1.1	-0.81	24	-2	83	100	-3
> Cc1nn(-c2cccc(Cl)c2)c2c1C(c1ccncc1)C(C#N)=C(N)O2 (configuration not stated)
 : 1.1	-2	20	1	1.4	2	15	103	87	-20
> CCOC(=O)c1[nH]c2ccccc2c1NC(=O)COC
 : 0.87	-6	2	1.1	nt	-70	18	168*	84	-2
> Cc1cccc(NC(=S)NNC(=O)CCn2cc(C)cn2)c1
 : 0.88	0	13	1	nt	13	5	98	95	-14
> O=C(NCC1CCCO1)C1CCC(N2C(=O)c3ccccc3C2=O)CC1 (configuration not stated)
 : 0.96	-4	10	1	nt	11	-6	99	106	-10
> O=c1oc(-c2ccccc2)nc2c1C1(CCCCC1)Cc1ccccc1-2
 : 1	-4	7	1	-0.84	3	-2	102	101	-7
> CS(=O)(=O)c1ccccc1-c1nnc(-c2ccc(Cl)cc2)o1
 : 1.6	6	9	0.9	nt	9	-23	94	120	-9
> CC1CC(C)CN(CCCCOc2ccc([N+](=O)[O-])cc2)C1 (configuration not stated)
 : 0.85	-1	4	1	-0.27	3	-6	101	105	-4
> COc1cc(OC)c(OC)cc1/C=C/c1cc(C(F)(F)F)[nH]c(=O)n1
 : 1	-3	-5	1	-1.6	11	8	94	92	5

Compounds were not picked by outcome. About 7.1% of those tested had a hit in this group.
